aSyn yeast inh = alpha-synuclein toxicity inhibition in yeast; 370,000 tested, 0.14% active; Potency, µM (doses to about 46.1 µM), for the others: at the highest dose growth rescue (activation), hits mostly activators; Yeast expressing alpha-synuclein, growth rescue, BacTiter-Glo, 24 h; AID 652106; note: potency is the fitted concentration of half-maximal effect; % of control where 0% means no effect; nearly all actives have a fitted effect of over 65% in size
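Readout is rescue of growth in alpha-synuclein-expressing yeast, so inhibitors of toxicity appear as activators. Growth after 24 hr at 30 deg C in galactose medium is quantified by luminescence.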
D3 antag = blocks the human D3 dopamine receptor; P35462; D3R cells, DiscoveRx beta-arrestin luminescence, antagonist mode; hits give low values; max response, negative = inhibition, %; 360,000 tested, 2.5% active; AID 652054; in the data active = max response below about -50%; inconclusive = no clear call, values can overlap the other calls; note: % is set by controls: 0 for no effect and ±100 for the full control effect; mostly tested at two doses, the higher about 12 µM
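Cells plated overnight at 1500 cells/well, then exposed to library compounds with dopamine controls for 90 minutes at 37 degrees C. DiscoveRx reagent added for 30–60 minutes at room temperature; luminescence read, quantitative HTS format.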
GLP-1R agonist = GLP-1 receptor (human) agonism; HEK293 GLP-1R CRE-luciferase, luminescence, 4-6 h; cells express a hypersensitive GLP-1R form; Potency, µM (highest dose often 45.6 µM), without a hit: at the highest dose activation, usual class: activators; 380,000 tested, 0.007% active; AID 624172; note: potency is the fitted concentration of half-maximal effect; % of control where 0% means no effect
Target sequence (P43220 whole entry, looked up): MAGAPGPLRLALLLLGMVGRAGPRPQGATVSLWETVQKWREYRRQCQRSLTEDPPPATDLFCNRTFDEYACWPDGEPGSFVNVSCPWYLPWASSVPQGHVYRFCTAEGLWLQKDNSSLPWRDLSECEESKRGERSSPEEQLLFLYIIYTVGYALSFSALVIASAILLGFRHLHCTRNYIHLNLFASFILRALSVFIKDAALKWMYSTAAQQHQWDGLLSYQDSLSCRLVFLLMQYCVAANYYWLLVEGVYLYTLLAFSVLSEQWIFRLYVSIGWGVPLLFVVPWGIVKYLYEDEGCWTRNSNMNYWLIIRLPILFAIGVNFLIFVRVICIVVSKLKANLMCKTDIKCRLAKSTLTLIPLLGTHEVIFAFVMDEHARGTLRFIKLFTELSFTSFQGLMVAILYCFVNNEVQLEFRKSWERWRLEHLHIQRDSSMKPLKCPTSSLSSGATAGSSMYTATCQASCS
GLP-1R inv ag = acts as inverse agonist at human GLP-1 receptor. HEK293 GLP-1R CRE-luciferase, luminescence, 24 h; GLP-1R form is constitutively active. 410,000 tested, 1.6% active. Potency, µM (top dose mostly 38.3 µM), without a hit: at the highest dose activity change, negative = inhibition, hits mostly inhibitors. P43220; note: potency is the fitted concentration of half-maximal effect; % is set by controls: 0 for no effect and ±100 for the full control effect; nearly all actives have a fitted effect of over 55% in size
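Using stably transfected HEK293 (constitutively active GLP-1R, cAMP-luciferase reporter), compounds were incubated 24 hr and luciferase measured by luminescence.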
KB-V1 cytotox = KB-V1 MDR subline cytotoxicity; AID 1347076; Potency, µM (titrated, usually from 46.1 µM), without a hit: at the top dose activity change, negative = cytotoxicity, actives largely listed as cytotoxic; KB-V1 MDR cells viability, CellTiter-Glo, 72 h; 400,000 tested, 3.4% active; note: potency is the fitted concentration of half-maximal effect; % is set by controls: 0 for no effect and ±100 for the full control effect; nearly all actives have a fitted effect of over 60% in size
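Readout: CellTiter-Glo luminescence, 10 min after addition. Cells: KB-V1 MDR subline, 72 h at 37 degrees C with compound. Analysis: corrected, normalized data fitted to concentration-effect curves.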
D3 ag = D3 dopamine receptor (human) agonism | D3R DiscoveRx beta-arrestin cells, luminescence, 90 min | max activation, % | 410,000 tested, 0.58% active | AID 652048; in the data active = max activation above about 30%; note: 0% is about no effect; mostly tested at two doses, the higher about 12 µM
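Agonist mode: compounds and dopamine controls were applied to plated cells for 90 min at 37 degrees C after an overnight attachment at 1500 cells/well. Luminescent read-out followed 30 - 60 minutes at room temperature with DiscoveRx detection reagent.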
GLP1R cytotox = cytotoxicity in counter-screen for GLP-1R inverse agonists; HEK293 cAMP-luciferase reporter cells, luminescence, 24 h; Potency, µM (series often up to 38.3 µM), without a hit: at the highest dose activity change, negative = inhibition, usual class: inhibitors; 410,000 tested, 0.13% active;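 note: loss of luciferase light is scored as toxicity; potency is the fitted concentration of half-maximal effect; % is set by controls: 0 for no effect and ±100 for the full control effect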
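To flag toxic compounds, the library was rerun on cells for 24 hr at 37 deg C and 5% CO2. Viability-linked luminescence was captured 12 min after adding luciferase detection reagent.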
TDP43 rescue = rescues yeast growth from TDP-43 toxicity; TDP-43 expressing yeast growth rescue, BacTiter-Glo, 24 h; Potency, µM (top dose mostly 46.1 µM), for inactives: at the top dose growth rescue (activation), actives largely listed as activators; 410,000 tested, 1.8% active; note: potency is the fitted concentration of half-maximal effect; % of control where 0% means no effect; nearly all actives have a fitted effect of over 50% in size
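Luminescence from BacTiter-Glo reports growth of TDP-43-expressing yeast after 24 hr at 30 deg C with compound. Cells were raffinose-pregrown to mid-log, then seeded in galactose medium at OD600=0.02.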
PTHR1 ag = activates the human parathyroid hormone receptor PTHR1 | Q03431 | HEK293 GP2 PTHR1 cells, GloSensor cAMP luminescence, 1 h | Potency, µM (highest dose often 115 µM), for the others: top-dose activation, actives largely listed as activators | 410,000 tested, 0.075% active | AID 743266; note: potency is the fitted concentration of half-maximal effect; nearly all actives have a fitted effect of over 55% in size; some results filed as inactive show a strong effect at the top dose; inactives centre near -15; many of its hits are not listed in these tables
Target sequence (Q03431 whole entry, looked up): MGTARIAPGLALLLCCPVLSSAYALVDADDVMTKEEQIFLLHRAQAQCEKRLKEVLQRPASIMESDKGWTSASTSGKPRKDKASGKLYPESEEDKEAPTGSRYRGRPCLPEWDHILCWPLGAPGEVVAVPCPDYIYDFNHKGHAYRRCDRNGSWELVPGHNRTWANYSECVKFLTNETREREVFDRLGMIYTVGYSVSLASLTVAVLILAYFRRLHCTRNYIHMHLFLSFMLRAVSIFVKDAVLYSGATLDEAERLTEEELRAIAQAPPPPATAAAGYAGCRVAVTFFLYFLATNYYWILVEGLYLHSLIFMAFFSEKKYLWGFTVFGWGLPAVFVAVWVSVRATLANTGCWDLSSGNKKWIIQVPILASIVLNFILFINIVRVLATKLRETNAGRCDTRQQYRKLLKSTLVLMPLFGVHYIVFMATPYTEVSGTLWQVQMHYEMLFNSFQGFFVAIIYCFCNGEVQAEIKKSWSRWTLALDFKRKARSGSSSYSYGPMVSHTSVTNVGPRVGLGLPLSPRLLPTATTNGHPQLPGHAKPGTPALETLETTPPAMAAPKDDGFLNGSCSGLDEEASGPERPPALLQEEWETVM
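HEK-293-derived GP2 cells expressing PTHR1 and a GloSensor cAMP reporter, 3,000/well, plated overnight, given luciferin plus IBMX (each 0.5 mM as added) for 1 h at 37 °C, then compound for 1 h at 37 °C. Luminescence was read after 15 min at room temperature.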
* = called active by the depositor; i = inactive; u = inconclusive; x = no result given; & = joins results of further samples; [ ] = remark or other dose. Unless noted, calls come from the whole dose curve; as a rule, active = well fitted curve in the direction sought with a large enough effect; inconclusive = small, poorly fitted or top-dose-only effect, or another doubt; inactive = no such curve, though single readings can be large; an effect the other way counts as inactive or inconclusive. These rows are one share of the data (hit frequency here may not be typical).

| mol | PTHR1 ag | GLP1R cytotox | KB-V1 cytotox | TDP43 rescue | D3 ag | GLP-1R inv ag | aSyn yeast inh | GLP-1R agonist | D3 antag |
| --- | --- | --- | --- | --- | --- | --- | --- | --- | --- |
| O=C(NCc1ccccc1Cl)c1ccc2nc([C@@H]3O[C@H](CO)[C@H](O)[C@H](O)[C@H]3O)[nH]c2c1 | -20% | 3% | 8% | 16% | -3 | 10% | -6% | 3% | 33 |
| CC1CCCCC1NC(=O)COC(=O)c1c2c(nc3ccccc13)/C(=C/c1ccco1)CC2 (stereo not drawn) | -16% | 105%[activator] | -8% | -13% | -2 | -30% | -3% | 1% | 3 |
| O=C(CN(C(=O)c1csnn1)c1cccc(Cl)c1)NC1CCCC1 | i | -1% | -8% | -15% | 7 | 5% | 2% | 5% | 0 |
| CCN(CC)S(=O)(=O)c1ccc(NC2c3ccccc3C(=O)N2Cc2ccco2)cc1 (stereo not drawn) | -25% | -1% | 22% | 20% | -1 | 14% | 5% | 6% | 3 |
| COc1ccc(N2C(=O)c3ccccc3NC23C(=O)N(C)c2ccccc23)cc1 (stereo not drawn) | i | -16% | 4% | -19% | -25 | -2% | -10% | -8% | -22 |
| COc1cc2c(C(=O)N3CCCc4ccccc43)cn(C)c(=O)c2cc1OC | i | -10% | -14% | 4% | 1 | 6% | 4% | 0% | 17 |
| COC(=O)c1ccccc1NC(=O)N1CCN(C(=O)c2ccco2)CC1 | i | -7% | 7.3µM* | 0% | 6 | 10% | 3% | 0% | -5 |
| COc1ccc(N2CCN(C3CCN(S(=O)(=O)c4ccc(F)cc4)CC3)CC2)cc1 | -9% | -1% | -15% | -7% | 4 | -11% | 0% | -6% | -14 |
| COc1ccccc1Nc1nc(N)nc(CSCCO)n1 | i | 1% | 20% | 15% | 2 | -5% | 3% | -6% | -17 |
| CCCCC1CCC(C(=O)N(CCC(C)C)c2c(N)n(CCCC)c(=O)[nH]c2=O)CC1 (stereo not drawn) | -6% | 1% | -6% | 11% | 5 | -11% | -6% | -1% | 31 |
| N#CCC(=O)Nc1ccc(C(=O)Nc2cccc(S(N)(=O)=O)c2)cc1 | i | -20% | 16% | 2% | 11 | 21% | 1% | 2% | -4 |
| COc1ccc(C(=O)N2N=C(c3cccc(NS(C)(=O)=O)c3)CC2c2cccs2)cc1 (stereo not drawn) | -20% | -21% | -8% | -12% | -4 | u | -1% | 8% | 27 |
| O=C(Nc1cccc(S(=O)(=O)NC2=NCCC2)c1)c1cc(-c2ccccn2)nc2ccccc12 | 5% | -26% | 8% | 7% | -9 | 0% | -7% | -7% | -19 |
| O=C(Nc1ccc(CN2CCCCC2)cc1)c1c(F)c(F)c(F)c(F)c1F | -4% | -22% | 4% | -5%[9.22 µM] | -7 | u | 2% | 5% | 5 |
| CCOC(=O)N1CCN(C(=O)COc2ccccc2[N+](=O)[O-])CC1 | i | 7%[0.307 µM] | -13% | -1% | 4 | 12%[0.307 µM] | 0% | -4% | -25 |
| CC(Oc1ccccc1F)C(=O)NCC1(N2CCOCC2)CCCCC1 (stereo not drawn) | i | -6% | x | -41%[inhibitor] | -9 | u | x | x | x |
| COc1ccc(C(=O)C(C)OC(=O)C2CC3CCCC(C2)C3=O)cc1 (stereo not drawn) | i | -4% | -9% | 15% | 2 | -14% | 5% | 0% | 7 |
| CCOC(=O)C(C(=O)OCC)C(C#N)c1ccccc1 (stereo not drawn) | -4%[57.5 µM] | -5% | 0% | -24% | 10 | -1% | -3% | 3% | 4 |
| O=C(CCCN1C(=O)c2ccccc2C1=O)Nc1c2c(nc3c1CCC3)CCC2 | i | 2% | 1% | -24% | -5 | 2% | 1% | 3% | 6 |
| CCN(CC)CCNC(=O)CCn1c(=S)[nH]c2cc3c(cc2c1=O)OCO3 | -9%[57.5 µM] | 7% | 2% | -20% | -14 | 0% | 6% | -10% | -22 |
| CN(C)CCN(C)Cc1c2ccccc2c(CN(C)CCN(C)C)c2ccccc12 | -14% | u | -16% | 6% | -23 | u | -14% | 7% | -13 |
| CCC(CC)c1nn2c(=O)cc(COc3ccc(NC(=O)c4cccc(C)c4)cc3)nc2s1 | -69%[inhibitor] | -4% | 9% | 2% | 6 | -6% | x | -1% | x |
| CS(=O)(=O)NN1C(=O)c2ccccc2NC1c1ccccc1F (stereo not drawn) | -1% | 11% | -4% | -13% | -7 | 0% | -4% | -4% | -21 |
| Cc1c(C(=O)N2CCC(C)CC2)c(S(=O)(=O)N2CCN(c3cccc(Cl)c3)CC2)c(C)n1C | i | -4% | x | 21% | 2 | u | x | x | x |
| CC(C)Cn1c(SCC(=O)N2CCc3ccccc3C2)nc(O)cc1=O | i | 2% | 3% | 1% | -13 | 10% | 2% | -1% | 0 |
| FC(F)(F)c1ccccc1Cc1c(-c2cccc(Cl)c2)nc2ccc(Cl)cn12 | i | -5% | 2% | 10% | 57* | 10% | 14% | 2% | -15 |
| COc1cc(/C=C2\SC(N)=NC2=O)cc(Br)c1O | i | 6% | 0% | -5% | -4 | 4% | 1% | -1% | 3 |
| Cc1cccc(-c2nsc(SCC(=O)c3ccc(Cl)cc3)n2)c1 | i | 86%[activator] | 3% | 10% | -3 | u | -9% | 0% | -19 |
| CCN1CCN(CC(O)COc2ccc(C)c(C)c2)CC1 (stereo not drawn) | i | 2%&0% | 18%&27% | -1%&-2% | -3&-6 | -8%&-17% | -10%&4% | 10%&-21% | 20&0 |
| COc1ccccc1C(=O)C1Nc2ccccc2-c2nnc(SC)nc2O1 (stereo not drawn) | i | 0% | 18% | 19% | -5 | -7% | 0% | 8% | 17 |
| CC(=O)Nc1ccccc1/C=C/c1ccc2c(C)ccc(O)c2n1 | -7% | -4% | u | 13% | -2 | 65%[activator] | -26% | -4% | 6 |
| Cc1ccc(NC2=C/C(=N\S(=O)(=O)c3cccs3)c3ccccc3C2=O)c(C)c1 | -68%[inhibitor] | u | 5.2µM* | -6% | -22 | u | -17% | -9% | -91* |
| O=C(C(c1ccccc1)c1ccccc1)N1CCN(Cc2ccncc2)CC1 | i | -10% | -17% | -18% | -17 | -3% | -34%[inhibitor] | 4% | -7 |
| N/C(=N\OC(=O)c1ccco1)c1cccc([N+](=O)[O-])c1 | -15% | -12% | 8% | u | 11 | 17% | -4% | 7% | 0 |
| Cc1ccc(C(=O)NC(=S)Nc2c(C)ccc3nsnc23)cc1 | i | 8% | u | -12% | -20 | -5% | -4% | -4% | 0 |
| CS(=O)(=O)Nc1ccc(C2=NN(C(=O)c3ccco3)C(c3ccccc3F)C2)cc1 (stereo not drawn) | -12% | 11% | 0% | 13% | -5 | 0% | u | -4% | 3 |
| Cc1cc(NC(=O)c2ccccc2)ncc1NC(=O)c1cccs1 | i | -1% | -9% | 12% | 5 | 9% | 5% | 10% | 12 |
| Cc1ccc(CC(SCc2ccccc2)C(=O)O)cc1C (stereo not drawn) | -22% | 1% | 3% | 11µM* | 1 | 5% | 7% | 0% | -8 |
| C/C(=N\NC(=S)Nc1ccccc1C)c1ccc(O)cc1 | -3% | u | -21% | u | -1 | 10µM* | 0% | 5% | -16 |
| COc1cccc(NC(=O)c2cc(-c3ccccn3)nc3ccccc23)c1 | -7% | u | 1.8µM* | 25µM* | 13 | u | -3% | -13% | 4 |
| Cc1cc(OCC(=O)O/N=C(\N)c2ccccc2)cc(C)c1Cl | i | 3% | 2% | -7% | 4 | -13% | -1% | -1% | 12 |
| Fc1ccc(Nc2nc3nonc3nc2Nc2cccc(C(F)(F)F)c2)cc1 | -37% | u | x | -89%[inhibitor] | -16 | u | x | x | x |
| COc1ccc(CCNC(=O)CCc2nc3ccccc3[nH]2)cc1OC | 15% | 5% | -5% | -4% | -12 | 46%[activator] | 8% | -4% | 8 |
| O=C(/C=C/c1ccc[nH]1)c1ccc(F)cc1 | -25% | -24% | -10% | 23% | 2 | 16% | 9% | 2% | 4 |
| Cc1nn(C(C)(C)C)c(OC(=O)C(C)(C)C)c1Sc1ccccc1 | -15% | 0% | 17% | 2% | -6 | -14% | x | x | x |
| COc1ccc(Cl)cc1S(=O)(=O)Nc1ncn[nH]1 | i | 21% | 23% | 0% | 3 | 11% | -4% | -3% | 3 |
| Cc1ccc(SCC(=O)Nc2ncc(C)s2)cc1 | i | 24% | -17% | 16% | 3 | -22% | 8% | 21% | 11 |
| N#C/C(=C/c1cn(CC(=O)O)c2ccccc12)c1ccc(F)cc1 | i | -8% | 1% | 6% | -1 | -28% | -6% | -2% | -4 |
| CCOc1ccc(C(=O)c2cn(Cc3cccc(OC)c3)c3cc4c(cc3c2=O)OCO4)cc1 | -8% | 1% | -1% | 26% | 11 | -13% | x | x | x |
| COc1cccc(C(=O)NCCNC(=O)c2ccccn2)c1 | -18% | 1% | 2% | -14% | 2 | -2% | -2% | 9% | 5 |
| CC/C(=N\NC(=O)c1cccnc1)c1ccc2c(c1)OCCO2 | i | 7% | 14% | -33%[inhibitor] | -11 | 2% | -2% | 5% | 6 |
| O=C(/C=C/c1ccccc1)NNC(=O)c1cccnc1 | 28%[57.5 µM] | -7% | 2% | -7% | 0 | 1% | -3% | 1% | -13 |
| S=C1NC(c2ccccc2)=NCN1c1ccc(Cl)cc1 | i | -8% | -12% | u | -8 | -26% | 6% | 4% | 17 |

One compound at a time, from the list above.
`Cc1cc(NC(=O)c2ccccc2)ncc1NC(=O)c1cccs1` is listed with PTHR1 ag: i; GLP1R cytotox: -1%; KB-V1 cytotox: -9%; TDP43 rescue: 12%; D3 ag: 5; GLP-1R inv ag: 9%; aSyn yeast inh: 5%; GLP-1R agonist: 10%; D3 antag: 12
`Cc1ccc(CC(SCc2ccccc2)C(=O)O)cc1C` (stereo not drawn) is listed with PTHR1 ag: -22%; GLP1R cytotox: 1%; KB-V1 cytotox: 3%; TDP43 rescue: 11µM*; D3 ag: 1; GLP-1R inv ag: 5%; aSyn yeast inh: 7%; GLP-1R agonist: 0%; D3 antag: -8
